Screens from PubChem.
C8 TRAIL sens – caspase-8 TRAIL sensitization; NB7+C8 cells + TRAIL, ATPlite viability luminescence; actives 1% (n = 360,000); AID 624354; inhibition (viability loss, TRAIL sensitization), % at 10 µM;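 active = compounds causing at least 50% loss of cell viability in the single-dose screen, relative to plate controls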
LMP1 NFkB inh – Epstein-Barr LMP1 NF-kappaB reporter inhibition. LMP1-induced NF-kappaB luciferase reporter cells, luminescence. inhibition, % at 12.5 µM. actives 0.69% (n = 350,000); in the data active = inhibition above about 41%;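 also: 0% = neutral control wells and 100% = reference inhibitor control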
NR2F2 inh – NR2F2 (human) inhibition, primary screen | HEK293T NGFI-A luciferase reporter, luminescence | P24468 | actives 0.7% (n = 370,000) | inhibition, % at 8.6 µM | AID 686940;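 active = inhibition above a per-plate cutoff, mean inhibition of test wells between control levels plus 3 SD, cut at about 38% in these data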;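 also: cells cotransfected with COUP-TFII expression vector driving the NGFI-A reporter; 0% = median of COUP-TF2 test wells and 100% = reporter-only cells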
TROY signal inh – inhibitors of TROY-dependent NF-kB signaling; actives 0.98% (n = 360,000); Q293 LMP1-TROYcd NF-kB luciferase reporter, 4 h; inhibition, % at 10 µM;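 active = compounds whose plate-normalised and pattern-corrected inhibition of the luciferase reporter signal at the single screening dose is 50% or more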
NCOA1 inh – inhibits human SRC1 coactivator; actives 0.12% (n = 360,000); AID 588354; Q15788; inhibition, % at 3.6 µM; HEK293 GAL4-SRC1 luciferase reporter, luminescence;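 active = inhibition above the campaign mean plus 3 SD, with each screening campaign given its own cutoff, cut at about 60% in these data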;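 also: 0% = DMSO treated cells and 100% = gossypol at 36 µM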
TLR9-MyD88 inh – blocks human TLR9 binding to MyD88; Q9NR96+Q99836; CHO BLA complementation TLR9-MyD88, CCF4 FRET ratio; inhibition, % at 4.98 µM; actives 0.21% (n = 340,000);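 active = inhibition above the mean over all tested compounds plus 3 SD, cut at about 21% in these data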;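 also: 0% = DMSO only wells and 100% = clavulanate BLA inhibitor control wells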
SRC3 inh – inhibitors of human steroid receptor coactivator 3 (SRC3); Q9Y6Q9; HEK293 GAL4-SRC3 luciferase reporter, luminescence; inhibition, % at 3.6 µM; actives 0.17% (n = 360,000); AID 588352;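 active = inhibition above a per-campaign cutoff, the mean of all compounds plus 3 SD, cut at about 60% in these data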;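 also: 0% = DMSO-treated cells and 100% = gossypol-treated cells at 36 µM; higher means less SRC3-driven luciferase light from the GAL4 reporter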
NCOA2 inhibitor – human SRC2 (NCOA2) inhibition; Q15596; inhibition, % at 9 µM; actives 0.17% (n = 370,000); HEK293 GAL4-SRC2 luciferase reporter, luminescence;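 active = inhibition above the mean inhibition of all tested compounds plus 3 SD, set per campaign, cut at about 52% in these data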;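 also: 0% = DMSO treated cells and 100% = cells given Gossypol at 36 µM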
LRH-1 inv ag – inverse agonists of human LRH-1 (NR5A2). HEK293T StAR-luciferase reporter, LRH-1 transfected, 24 h. inhibition, % at 3.6 µM. actives 0.13% (n = 360,000). AID 602396;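 active = inhibition above the mean inhibition of all tested compounds plus 3 SD, cut at about 73% in these data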;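 also: 0% = DMSO wells and 100% = reporter-only cells lacking LRH-1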
Vif imaging – HIV Vif inhibition; actives 0.35% (n = 340,000); AID 602346; HEK293T cells, Vif self-association by quenched fluorescence, imaging, 24 h; inhibition, % at 7.49 µM; in the data active = inhibition above about 50%, passing the limit was not always enough; also: some results filed as inactive read as strong as hits
NOD2-RIPK2 inh – NOD2-RIPK2 protein interaction inhibition. O43353. CHO BLA complementation NOD2-RIPK2, CCF4 ratio. inhibition, % at 4.98 µM. actives 0.38% (n = 360,000). AID 624267; in the data active = inhibition above about 21%;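 also: 0% = vehicle only and 100% = reference blocker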
The depositor's hits bear a star; . = not tested or not shown. These rows are one share of the data, so the mix of outcomes need not match the whole.

SMILES | C8 TRAIL sens | LMP1 NFkB inh | NR2F2 inh | TROY signal inh | NCOA1 inh | TLR9-MyD88 inh | SRC3 inh | NCOA2 inhibitor | LRH-1 inv ag | Vif imaging | NOD2-RIPK2 inh
COC(=O)c1ccc(Sc2ccccc2NS(=O)(=O)c2ccc(OC)cc2)nc1 | -4 | -10 | 4 | 1 | 0 | 2 | 5 | 1 | 4 | 5 | 3
CCCCNC(=O)Cn1cnc2sc(C)c(S(=O)(=O)N3CCN(c4ncccn4)CC3)c2c1=O | -13 | 0 | 11 | -13 | -12 | 5 | 8 | -1 | 3 | -3 | -6
CN(CC(=O)Nc1ccc(Cl)c(C(F)(F)F)c1)C(=O)C1CC(=O)N(Cc2ccco2)C1 (stereo not drawn) | 4 | 7 | 20 | -4 | 4 | -6 | 16 | -24 | 4 | -6 | -7
C=CCn1c(SCC(=O)Nc2nc(C)cs2)nnc1C(NC(=O)c1ccccc1)C(C)C (stereo not drawn) | -2 | -1 | 16 | 3 | -12 | -3 | 18 | 12 | 15 | 10 | -6
CC1(C)C2CCC1(CS(=O)(=O)Nc1ccc(S(=O)(=O)N3CCCC3)cc1)C(=O)C2 (stereo not drawn) | 3 | -9 | 1 | 12 | 4 | -5 | 24 | 1 | 9 | 2 | 1
O=P(c1ccccc1)(c1ccccc1)c1ccccc1C(Br)Br | 1 | 11 | 26 | -1 | 0 | -16 | 2 | -6 | 4 | 0 | 5
CCOCCOC(NC(=O)c1ccccc1)(C(F)(F)F)C(F)(F)F | 10 | 7 | 9 | -9 | -5 | 2 | 9 | 33 | 25 | 4 | 2
CCNC(=O)CSc1nnc(-c2ccccc2Br)n1-c1cccc(C(F)(F)F)c1 | -8 | 2 | 5 | -7 | -11 | 8 | 16 | 3 | 4 | -1 | -4
CC(C)(C)Cc1nnc(NC(=O)Cc2cccs2)s1 | 18 | -9 | -2 | -9 | -10 | . | -9 | 4 | -10 | 8 | 1
Cc1cc(NC(=O)COC(=O)CCNS(=O)(=O)c2cccc(C(F)(F)F)c2)no1 | 3 | 2 | -5 | 7 | 10 | -9 | 5 | 18 | 11 | 15 | -4
Clc1ccsc1-c1ccnc(-n2cccc2)n1 | -5 | -12 | 19 | -13 | -9 | 1 | 12 | -2 | 1 | 2 | -3
COc1ccc(NS(=O)(=O)c2ccc(N3CCCC3)c(NC(=S)Nc3ccc(SC(F)F)cc3)c2)cc1 | -2 | 9 | 1 | -14 | 4 | -7 | 3 | 13 | -17 | -10 | 4
CCOc1ccc(C(=O)NCC(=O)OCc2ccc(F)cc2Cl)cc1 | 2 | -8 | 18 | 16 | -6 | 7 | -15 | -4 | 14 | -8 | -3
O=C(Cc1n[nH]c(=O)c2ccccc12)OCC(=O)c1ccc(F)c(F)c1 | 9 | -3 | -12 | -8 | -2 | -3 | 5 | -5 | 5 | -2 | 3
COC(=O)c1c(NC(=O)c2c(-c3ccccc3Cl)noc2C)sc2c1CCC2 | 23 | 18 | -12 | -6 | 13 | 0 | 23 | 4 | 2 | -17 | -4
CN(C)C(=O)CN1CCN(Cc2nc(CC3CC3)no2)CC1 | -21 | -2 | -4 | -1 | 15 | 8 | 15 | -8 | 4 | 3 | -5
CN(Cc1ccccc1)C(=O)c1ccc2c(c1)S(=O)(=O)N=C1CCCCCN12 | -19 | -2 | -6 | -7 | -1 | 2 | 17 | 0 | 0 | -1 | -10
CCCc1cc(C(=O)NC2CCCC2)no1 | -34 | 0 | -8 | -72 | -109 | -3 | -74 | -46 | -70 | -7 | 0
OCCOCCOc1ccccc1OCCOCCO | 0 | -4 | 9 | 13 | 22 | -7 | 6 | -9 | 15 | -2 | 1
COc1ccc(OC)c(N/C(C)=C/C(=O)c2ccc(Br)cc2)c1 | 1 | -2 | 3 | -11 | -3 | -1 | 2 | -15 | -22 | -8 | -5
O=C(CSc1nnc(CNC(=O)c2ccco2)o1)c1ccccc1 | -1 | -7 | 9 | 3 | -27 | 1 | 23 | -8 | 20 | 5 | 0

Random excerpt: two records from the list, in no set order.
SMILES | C8 TRAIL sens | LMP1 NFkB inh | NR2F2 inh | TROY signal inh | NCOA1 inh | TLR9-MyD88 inh | SRC3 inh | NCOA2 inhibitor | LRH-1 inv ag | Vif imaging | NOD2-RIPK2 inh
COc1ccc(OC)c(N/C(C)=C/C(=O)c2ccc(Br)cc2)c1 | 1 | -2 | 3 | -11 | -3 | -1 | 2 | -15 | -22 | -8 | -5
CCNC(=O)CSc1nnc(-c2ccccc2Br)n1-c1cccc(C(F)(F)F)c1 | -8 | 2 | 5 | -7 | -11 | 8 | 16 | 3 | 4 | -1 | -4

Ordered by formula weight (low to high): some entries from above
SMILES | C8 TRAIL sens | LMP1 NFkB inh | NR2F2 inh | TROY signal inh | NCOA1 inh | TLR9-MyD88 inh | SRC3 inh | NCOA2 inhibitor | LRH-1 inv ag | Vif imaging | NOD2-RIPK2 inh
O=C(Cc1n[nH]c(=O)c2ccccc12)OCC(=O)c1ccc(F)c(F)c1 | 9 | -3 | -12 | -8 | -2 | -3 | 5 | -5 | 5 | -2 | 3
C=CCn1c(SCC(=O)Nc2nc(C)cs2)nnc1C(NC(=O)c1ccccc1)C(C)C (stereo not drawn) | -2 | -1 | 16 | 3 | -12 | -3 | 18 | 12 | 15 | 10 | -6
COc1ccc(NS(=O)(=O)c2ccc(N3CCCC3)c(NC(=S)Nc3ccc(SC(F)F)cc3)c2)cc1 | -2 | 9 | 1 | -14 | 4 | -7 | 3 | 13 | -17 | -10 | 4
